# Tau ThT inhib: inhibitors of human tau fibril formation, thioflavin T binding; P10636; recombinant tau K18 P301L (four-repeat tau fragment), heparin-induced fibrillization, ThT fluorescence; Potency, µM (highest dose often 57.4 µM), for the others: top-dose activity, negative = inhibition, hits mostly inhibitors; actives 2.1% (n = 270,000); AID 1460; note: nearly all actives have a fitted effect of over 55% in size
# Target sequence (P10636 561-689 P618L limits assumed): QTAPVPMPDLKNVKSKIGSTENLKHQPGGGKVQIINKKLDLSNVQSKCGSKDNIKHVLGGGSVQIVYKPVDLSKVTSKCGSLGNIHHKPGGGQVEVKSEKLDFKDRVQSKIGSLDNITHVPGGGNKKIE
#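 Heparin-induced (20 uM) aggregation of recombinant human K18 P301L tau, 15 uM unlabeled with 0.24 uM labeled, pH 7 acetate buffer, 6 hr at 37 C with compound. Fibrils quantified by 30 uM ThT fluorescence after 1 hr ambient incubation.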
# GoLoco inh red: blocks human Gai1 binding to RGS12 GoLoco peptide, red readout; P63096; actives 0.44% (n = 230,000); Gai1:RGS12 GoLoco peptide FP, rhodamine, 10 min; Potency, µM (series often up to 61.6 µM), without a hit: top-dose activity, negative = inhibition, usual class: inhibitors; AID 880; active = well fitted inhibition curve with a large enough effect, not every such curve was filed as active; inactive = no such curve, though single readings can be large or run the other way; note: nearly all actives have a fitted effect of over 30% in size; many of its hits are not listed in these tables
# Target sequence (P63096 whole entry, looked up): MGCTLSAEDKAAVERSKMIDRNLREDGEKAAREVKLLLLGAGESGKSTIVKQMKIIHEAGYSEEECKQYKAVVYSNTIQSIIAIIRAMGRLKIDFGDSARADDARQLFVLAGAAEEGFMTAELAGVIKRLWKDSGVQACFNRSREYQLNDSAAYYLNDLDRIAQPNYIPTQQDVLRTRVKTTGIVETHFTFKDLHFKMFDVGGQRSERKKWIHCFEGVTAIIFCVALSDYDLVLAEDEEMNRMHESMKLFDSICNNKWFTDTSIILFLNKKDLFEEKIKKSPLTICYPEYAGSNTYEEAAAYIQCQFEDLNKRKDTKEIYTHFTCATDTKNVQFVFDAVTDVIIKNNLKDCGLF
# RECQ1 helicase: blocks DNA unwinding by human RECQ1 | P46063 | RECQ1 DNA unwinding, red fluorescence kinetic read | Potency, µM (top dose mostly 57.3 µM), without a hit: at the highest dose activity, negative = inhibition, actives largely listed as inhibitors | actives 0.54% (n = 240,000) | AID 2549;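 note: plate controls were vehicle for no effect and no enzyme for full effect; nearly all actives have a fitted effect of over 30% in size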
#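 RECQ1T1 50 nM; forked duplex (20 bp + 30-nt ss tails) 200 nM, ATP 2 mM final; pH 8.0, 2 mM MgCl2, 2.5 ug/ml poly(dI-dC); 15 min compound preincubation; discontinuous kinetic read over 2 h at RT.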
# TR SRC2 fluor cs: alters Texas Red total fluorescence, flagging assay interference. actives 0.29% (n = 280,000). Potency, µM (doses to about 106 µM), for the others: at the highest dose fluorescence change, negative = quenching. TRb/SRC2 Texas Red total fluorescence interference; active = well fitted curve in either direction with a large enough effect; inconclusive = small, poorly fitted or top-dose-only effect
#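 Flags fluorescent or light-absorbing compounds by total fluorescence, S + 2P, at 555 nm excitation and 632 nm emission. Mixture: 20 nM Texas Red SRC2 peptide, 0.6 uM human TRb LBD, 1 uM T3, 5% DMSO; compound exposure 5 h at ambient temperature.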
# Tau fibril FP: blocks human tau fibril formation measured by polarization; K18 P301L tau heparin fibrillization, Alexa594 FP, 6 h; Potency, µM (doses to about 57.7 µM), for the others: at the top dose activity, negative = inhibition, actives largely listed as inhibitors; actives 0.39% (n = 280,000); AID 1468; note: nearly all actives have a fitted effect of over 55% in size
#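 Steps: dispense K18 P301L tau (15 uM plus 0.24 uM Alexa 594 tracer, final) in pH 7 sodium acetate; add compound; add heparin (20 uM final); incubate 6 hr, 37 C; add ThT (30 uM final); after 1 hr ambient, read FP.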
# TRb-SRC2 inh: TRbeta-SRC2 interaction inhibition; P10828; AID 1469; Potency, µM (series often up to 106 µM), for the others: at the top dose activity change, negative = inhibition, hits mostly inhibitors; actives 0.065% (n = 280,000); TRbeta-SRC2 peptide binding, fluorescence polarization; receptor liganded with 1 µM T3;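 note: plate controls were bound peptide for no effect and peptide without receptor for full effect; nearly all actives have a fitted effect of over 50% in size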
# Target sequence (P10828 whole entry, looked up): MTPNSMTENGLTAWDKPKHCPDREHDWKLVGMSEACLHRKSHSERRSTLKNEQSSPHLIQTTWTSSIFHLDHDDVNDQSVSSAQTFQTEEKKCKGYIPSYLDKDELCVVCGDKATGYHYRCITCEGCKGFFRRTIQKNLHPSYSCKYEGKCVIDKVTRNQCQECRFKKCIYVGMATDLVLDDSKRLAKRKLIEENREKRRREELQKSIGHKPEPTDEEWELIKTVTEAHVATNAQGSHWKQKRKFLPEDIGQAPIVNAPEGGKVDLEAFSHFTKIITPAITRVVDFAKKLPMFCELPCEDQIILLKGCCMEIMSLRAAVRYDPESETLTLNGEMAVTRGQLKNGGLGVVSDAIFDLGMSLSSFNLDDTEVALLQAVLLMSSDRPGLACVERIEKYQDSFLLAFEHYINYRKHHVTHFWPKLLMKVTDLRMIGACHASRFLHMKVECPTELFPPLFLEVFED
#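 Assay buffer: 20 mM Tris-HCl, 100 mM NaCl, 10% glycerol, 1 mM EDTA, 0.01% NP-40, 1 mM DTT, 1 uM T3, 5% DMSO; TRb LBD 0.6 uM, Texas Red SRC2 20 nM; FP after 5 hr.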
# JMJD2E inh: JMJD2E (human) inhibition | B2RXH2 | Potency, µM (highest dose often 57.1 µM), without a hit: at the top dose activity change, negative = inhibition, usual class: inhibitors | JMJD2E catalytic domain, FDH-coupled NADH fluorescence (FDH is formaldehyde dehydrogenase) | actives 1.6% (n = 230,000); active = well fitted inhibition curve with a large enough effect, not every such curve was filed as active; inconclusive = small, poorly fitted or top-dose-only effect, or another doubt; inactive = no such curve, though single readings can be large or run the other way;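 note: 0% = wells with enzyme and -100% = buffer wells without enzyme; nearly all actives have a fitted effect of over 50% in size; many of its hits are not listed in these tables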
# L3MBTL1 inh: blocks human L3MBTL1. actives 0.66% (n = 230,000). Potency, µM (highest dose often 57.1 µM), for the others: at the top dose activity, negative = inhibition, usual class: inhibitors. AlphaScreen L3MBTL1–H3K9me1 peptide binding. Q9Y468. AID 485360; note: nearly all actives have a fitted effect of over 60% in size
#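 Displacement of a biotinylated histone H3(1-15) peptide monomethylated at Lys9 (75 nM) from L3MBTL1 (50 nM) was measured by AlphaScreen after a 30 min room-temperature compound incubation; cefsulodin titration served as intraplate control.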
# An asterisk follows results filed as active; i = inactive; ? = inconclusive; · = no result given; & = joins results of further samples; [ ] = dose if it differs, or a comment. Unless noted, calls come from the whole dose curve; as a rule, active = well fitted curve in the direction sought with a large enough effect; inconclusive = small, poorly fitted or top-dose-only effect, or another doubt; inactive = no such curve, though single readings can be large; an effect the other way counts as inactive or inconclusive. Unless noted, % is set by controls: 0 for no effect and ±100 for the full control effect; potency is the fitted concentration of half-maximal effect. Only part of the results is shown; rates above refer to the full screens.
# Under each structure: Tau ThT inhib	GoLoco inh red	RECQ1 helicase	TR SRC2 fluor cs	Tau fibril FP	TRb-SRC2 inh	JMJD2E inh	L3MBTL1 inh
CNC(=O)c1ccc(Nc2nnc(-c3ccc(C)c(S(=O)(=O)N(C)C)c3)c3ccccc23)cc1
  -7%	·	·	-6%	?	9%	·	·
Cc1ccc(C(=O)OCC(=O)c2ccc(Cl)s2)s1
  -11%	1%	-14%	-1%	-12%	0%	4%	·
CCN(C(=O)c1cc2cc3ccc(OC)cc3nc2o1)c1cccc(C)c1
  ?	·	·	0%	-10%	-5%	·	·
NCCNC(=O)Cc1ccc(NC(=O)Cc2ccc(Nc3ncnc4c3ncn4[C@@H]3O[C@H](CO)[C@@H](O)[C@H]3O)cc2)cc1
  2%	8%	-2%	-3%	-13%	2%	·	11%
CCOC(=O)C1C(=O)CC(C)(O)C(C(=O)OCC)C1c1ccc(SC)cc1 (stereo unspecified)
  4%	-1%	-1%	-4%	4%	-4%	-10%	-12%[11.4 µM]
COCCCNC(=S)NC1CC2CCCC(C1)N2Cc1cccs1 (stereo unspecified)
  -1%	4%	-5%	-1%	-2%	3%	-2%	-6%
COc1ccc(C2NC(=O)C(C#N)=C(S)N2c2ccccc2)cc1OC (stereo unspecified)
  ?	7%	6%	0%	?	-2%	-5%	6%
COc1ccc(OCC(=O)Nc2cccc(-c3nc4ccccc4s3)c2C)cc1
  ?	·	·	9%	3%	6%	·	·
CCOC(=O)c1cc(C#N)c(Nc2ccc(C)cc2)nc1C(F)(F)F
  6%	2%	0%	-1%	?	2%	?	5%
Cc1nc(CSc2nnc3scc(-c4ccccc4)n23)cs1
  -4%	12%	i	-1%	3%	0%	-2%	-2%
O=C1C(Cl)=C(N2CCN(Cc3ccccc3)CC2)C(=O)N1c1ccccc1
  16µM*	6%	-2%	-9%	25µM*	-4%	-5%	·
CC(=O)c1ccc(NC(=O)COC(=O)c2ccccc2Sc2ccccc2C#N)cc1
  7%	75%[activator]	-2%	-1%	11%	-2%	?	-13%
CCOC(=O)N1CCC(NS(=O)(=O)c2ccc3c(c2)OCC(=O)N3)CC1
  -17%	2%	i	1%	5%	-1%	10%	-1%
Cc1cc(C)cc(Nc2c3c(nc4ncnn24)CCC3)c1
  -3%	8%	9%	-1%[53 µM]	-10%	0%[53 µM]	3%	16%
OCCN1CCN(c2nc3ccccc3nc2-c2ccccc2)CC1
  -6%	15%	-2%	-5%	4%	0%	?	-6%[11.4 µM]
COc1ccc(CNC(=O)c2ccc(NS(=O)(=O)c3c(C)noc3C)cc2)cc1
  -12%	10%	i	-1%	-5%	-5%	0%	0%
CC(C)(C)C(=O)Nc1nc(C2CCCN2S(=O)(=O)c2ccc(Cl)cc2)cs1 (stereo unspecified)
  -7%	2%	-12%	-1%	-9%	-18%	?	·
O=S(=O)(Nc1ccc(Cl)cc1)c1ccc2c(c1)CCO2
  -5%	5%	0%	-3%	-12%	-1%	5%	3%
Cn1cc(-c2ccccc2C(N)=O)c(=O)c2ccccc21
  1%	-4%	-2%	-3%	-2%	-5%	?	28%
CC1CN(S(=O)(=O)c2ccc(Cl)c(C(F)(F)F)c2)CC(C)O1 (stereo unspecified)
  4%	-1%	0%	0%	-13%	7%	9%	5%
Cc1c(NS(=O)(=O)c2cccs2)c(=O)n(-c2ccccc2)n1C
  -1%	6%	-10%	-1%	-1%	-10%	3%	3%
O=C(c1cccn2c(=O)c3cc4ccccc4cc3nc12)N1CCN(c2ccccc2)CC1
  ?	-2%	i	1%	2%	-8%	2%	-6%
COc1ccc(CCn2c(N)c(C(=O)NCc3ccco3)c3nc4ccccc4nc32)cc1OC
  18µM*	29%	?	-8%	32µM*	?	?	26%
CCC(=O)N(c1ccc(F)cc1)C1C=CS(=O)(=O)C1 (stereo unspecified)
  4%	7%	10%	-2%	3%	-7%	9%	9%
Cc1ccc2c(c1)c(-c1ccccc1)nc1nnnn12
  5%	8%	-4%	-3%	3%	6%	9%	-22%
COc1c(Cl)cc(Cl)cc1CNc1ccc(S(N)(=O)=O)cc1
  -5%	9%	i	-1%	-6%	7%	-1%	8%
CN1C(=O)N(C)C2(c3ccccc3)N(C)C(=O)NC12c1ccccc1 (stereo unspecified)
  -6%	12%	i	-2%	-8%	0%	-1%	3%
Cc1ccc([N+](=O)[O-])cc1N1C(=O)CS/C1=N\NC(=O)c1cccnc1
  -2%	-1%	1%	-2%	3%	3%	4%	-1%
COCC(=O)Nc1nc2n(n1)C(c1ccc(OC)cc1)CC(c1ccc(OC)cc1)N2 (stereo unspecified)
  1%	11%	8%	2%	4%	-19%	?	·
COc1ccc(-n2c(C)nc3c(cnn3-c3ccc(C)cc3)c2=O)cc1
  -14%	13%	i	1%	4%	-1%	6%	2%

# Whole records as entered above.
# CCN(C(=O)c1cc2cc3ccc(OC)cc3nc2o1)c1cccc(C)c1 in the list: Tau ThT inhib = ?; GoLoco inh red = ·; RECQ1 helicase = ·; TR SRC2 fluor cs = 0%; Tau fibril FP = -10%; TRb-SRC2 inh = -5%; JMJD2E inh = ·; L3MBTL1 inh = ·
# Cn1cc(-c2ccccc2C(N)=O)c(=O)c2ccccc21 in the list: Tau ThT inhib = 1%; GoLoco inh red = -4%; RECQ1 helicase = -2%; TR SRC2 fluor cs = -3%; Tau fibril FP = -2%; TRb-SRC2 inh = -5%; JMJD2E inh = ?; L3MBTL1 inh = 28%

# Continuation.
SMILES	Tau ThT inhib	GoLoco inh red	RECQ1 helicase	TR SRC2 fluor cs	Tau fibril FP	TRb-SRC2 inh	JMJD2E inh	L3MBTL1 inh
CCOc1ccccc1NC(=O)Cc1csc(COc2cccc(C)c2)n1	?	·	·	?	-11%	-8%	·	·
COc1cccc(C(=O)Nc2ccc(N3CCN(Cc4ccccc4)CC3)cc2)c1	?	10%	-4%	2%	14%	7%	-2%	·
COC(=O)COc1ccc(-c2ccc(F)cc2)cc1C=O	?	36%[activator]	1%	0%	0%	6%	-16%	·
COc1ccc(CC(=O)NNc2ncnc3c2cnn3-c2ccccc2)cc1	4%	14%	-21%	0%	-8%	2%	-7%	0%
CCN(CC)C(=O)CC(c1ccc2c(c1)OCO2)c1c(O)cc(OC)cc1OC (stereo unspecified)	-5%	6%	7%	0%&-1%	2%	3%&-1%	6%	·
Cc1ccc(C)c(N2CCN(c3ncnc4c3cnn4-c3ccccc3)CC2)c1	-17%	-3%	-14%	1%	9%	-10%	-7%	·
CCCCN(CCCC)CCNC(=O)c1cn(CC)c2ccc(S(=O)(=O)N3CCc4ccccc4C3)cc2c1=O	-3%	·	·	-1%	-5%	-4%	·	·
Cn1c(=O)c2c(nc(N3CCOCC3)n2CC(=O)C23CC4CC(CC(C4)C2)C3)n(C)c1=O	-8%	7%	-3%	0%	0%	-2%	1%	·
S=c1[nH]nc2n1CCCN2	-5%	-4%	-5%	1%	0%	9%	4%	0%
Cc1cc(=O)oc(C)c1C(=O)NCCc1ccccc1	11%	-23%	-1%	-5%	-13%	0%	5%	38%[activator]
COc1ccc(C2SCC(=O)N2c2c(C)n(C)n(-c3ccccc3)c2=O)cc1OC (stereo unspecified)	-8%	6%	-7%	0%	-9%	-5%	9%	·
CC(=O)N1CCN(CC(=O)Nc2ccc([N+](=O)[O-])cc2Br)CC1	8%	4%	-3%	-7%	4%	-7%	0%	14%
CCc1cc2c(SCC(=O)Nc3ccc(Cl)cn3)ncnc2s1	-9%	-142%	i	-1%	0%	5%	-2%	-4%
COc1ccc(NC(=O)Cc2ccccc2)cc1	?	0%	2%	-6%	-8%	6%	8%	7%
COc1ccc(OC)c(-c2csc(N(C)C(=O)Cc3ccccc3)n2)c1	-14%	-4%	-11%	-2%	-18%	0%	-23%	·
CCN(CC)C(=O)c1cnn(-c2ccccc2)c1NC(=O)c1cccc(F)c1	-7%	1%	i	-5%	-4%	-2%	6%	·
CCN1CCN(C(=O)Cn2c(-c3cccs3)cc3ccccc32)CC1	2%	·	·	6%	-2%	3%	·	·
Cc1ccc(C)c(-n2c(-c3cccnc3)n[nH]c2=S)c1	-3%	16%	25%	-2%	-3%	-3%	-24%	4%
Cc1ccc(Cl)cc1NC(=O)Cn1c(=O)oc2cc(S(=O)(=O)N3CCCC3)ccc21	9%	·	·	-6%	?	6%	·	·
CCOCCCNC(=O)C1CCN(S(=O)(=O)CC)CC1	-18%	-2%	-1%	-1%	0%	-4%	1%	0%
CC(Sc1nc2cc(Cl)ccc2s1)C(=O)Nc1cccc(S(=O)(=O)N2CCOCC2)c1 (stereo unspecified)	2%	9%	-23%	1%	-7%	-1%	3%	0%
CC(NC(=S)NCCCN1CCOCC1)C1CC2CCC1C2 (stereo unspecified)	-3%	12%	-7%	-1%	1%	-5%	8%	-7%

# Grouped by structure: the compounds so far with a CF3 group.
SMILES	Tau ThT inhib	GoLoco inh red	RECQ1 helicase	TR SRC2 fluor cs	Tau fibril FP	TRb-SRC2 inh	JMJD2E inh	L3MBTL1 inh
CCOC(=O)c1cc(C#N)c(Nc2ccc(C)cc2)nc1C(F)(F)F	6%	2%	0%	-1%	?	2%	?	5%
CC1CN(S(=O)(=O)c2ccc(Cl)c(C(F)(F)F)c2)CC(C)O1 (stereo unspecified)	4%	-1%	0%	0%	-13%	7%	9%	5%
